TLR9-MyD88 block = inhibitors of human TLR9-MyD88 binding; CHO BLA complementation TLR9-MyD88, CCF4 FRET ratio; actives 0.21% (n = 340,000); Q9NR96+Q99836; inhibition, % at 4.98 µM; AID 504734;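 active means inhibition above the mean over all tested compounds plus 3 SD, cut at about 21% in these data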;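 further: 0% = DMSO only wells and 100% = clavulanate BLA inhibitor control wells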
MC4R ag barr = agonists of human melanocortin 4 receptor (MC4R) beta-arrestin | activation, % at 8.9 µM | U2OS MC4R beta-arrestin complementation, luminescence; percent of melanotan II response, DMSO zero | P32245 | actives 0.98% (n = 360,000);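 active means activation above a per-plate cutoff, the mean activation of sample wells on that plate plus 3 SD, cut at about 8% in these data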
ABHD5-PLIN5 inh = ABHD5-PLIN5 protein interaction inhibition; Q00G26+Q8WTS1; Split G. princeps luciferase complementation, luminescence, 4 h; inhibition, % at 4 µM; actives 0.78% (n = 360,000);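 active means inhibition above the mean inhibition across every tested compound plus 3 SD, cut at about 22% in these data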;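 further: 0% = DMSO only wells and the 100% control is not disclosed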
NR5A2 inv ag = inverse agonists of human LRH-1 (NR5A2); O00482; HEK293T StAR-luciferase reporter, LRH-1 transfected, 24 h; inhibition, % at 3.6 µM; actives 0.13% (n = 360,000);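 active means inhibition above the mean inhibition of all tested compounds plus 3 SD, cut at about 73% in these data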;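 further: 0% = DMSO wells and 100% = reporter-only cells lacking LRH-1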
SRC3 inh = human NCOA3 inhibition; Q9Y6Q9; actives 0.17% (n = 360,000); HEK293 GAL4-SRC3 luciferase reporter, luminescence; AID 588352; inhibition, % at 3.6 µM;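 active means inhibition above a per-campaign cutoff, the mean of all compounds plus 3 SD, cut at about 60% in these data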;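 further: 0% = DMSO-treated cells and 100% = gossypol-treated cells at 36 µM; higher means less SRC3-driven luciferase light from the GAL4 reporter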
NOD2 RIPK2 PPI = NOD2-RIPK2 protein interaction inhibition. O43353. CHO BLA complementation NOD2-RIPK2, CCF4 ratio. inhibition, % at 4.98 µM. actives 0.38% (n = 360,000); in the data active means inhibition above about 21%;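 further: 0% = vehicle only and 100% = reference blocker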
MC4R antag cAMP = antagonists of human melanocortin 4 receptor (MC4R); P32245; MC4R-expressing cells, MTII-stimulated cAMP, LANCE TR-FRET; inhibition, % at 6.5 µM; actives 0.48% (n = 360,000); AID 540295;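 active means inhibition above its plate's cutoff, the mean of tested wells on that plate plus 3 SD, cut at about 29% in these data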;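 further: 0% = Melanotan II alone and 100% = Melanotan II plus saturating MCL0020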
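Test system: U2OS cells stably expressing human melanocortin 4 receptor (MC4R); also added: Melanotan II challenge; compound: 6.5 µM single dose; timing: 30-min compound preincubation, 1-h Melanotan II challenge, 1-h detection, room temperature; signal: Eu-cAMP/anti-cAMP TR-FRET, emission 671 nm; repeats: one well per compound, no replicates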
EBV LMP1 NFkB = Epstein-Barr LMP1 NF-kappaB reporter inhibition; LMP1-induced NF-kappaB luciferase reporter cells, luminescence; inhibition, % at 12.5 µM; actives 0.69% (n = 350,000); AID 504558; in the data active means inhibition above about 41%;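 further: 0% = neutral control wells and 100% = reference inhibitor control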
SRC2 inh = human SRC2 (NCOA2) inhibition; Q15596; HEK293 GAL4-SRC2 luciferase reporter, luminescence; inhibition, % at 9 µM; actives 0.17% (n = 370,000);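 active means inhibition above the mean inhibition of all tested compounds plus 3 SD, set per campaign, cut at about 52% in these data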;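 further: 0% = DMSO treated cells and 100% = cells given Gossypol at 36 µM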
NCOA1 inh = human NCOA1 inhibition | Q15788 | HEK293 GAL4-SRC1 luciferase reporter, luminescence | inhibition, % at 3.6 µM | actives 0.12% (n = 360,000) | AID 588354;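 active means inhibition above the campaign mean plus 3 SD, with each screening campaign given its own cutoff, cut at about 60% in these data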;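 further: 0% = DMSO treated cells and 100% = gossypol at 36 µM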
NR2F2 inh = NR2F2 (human) inhibition, primary screen; AID 686940; actives 0.7% (n = 370,000); P24468; HEK293T NGFI-A luciferase reporter, luminescence; inhibition, % at 8.6 µM;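 active means inhibition above a per-plate cutoff, mean inhibition of test wells between control levels plus 3 SD, cut at about 38% in these data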;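 further: cells cotransfected with COUP-TFII expression vector driving the NGFI-A reporter; 0% = median of COUP-TF2 test wells and 100% = reporter-only cells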
The depositor's hits bear a star; x = no result given. Only part of the results is shown; count on the stated rates, not on these rows.

SMILES	TLR9-MyD88 block	MC4R ag barr	ABHD5-PLIN5 inh	NR5A2 inv ag	SRC3 inh	NOD2 RIPK2 PPI	MC4R antag cAMP	EBV LMP1 NFkB	SRC2 inh	NCOA1 inh	NR2F2 inh
C/C(=N\NC(=O)c1nnn(-c2nonc2N)c1-c1ccc2c(c1)OCO2)c1ccc(F)cc1	-3.6	-1.7	0.1	2.9	0.3	-4.5	5.4	-1.5	-21.3	6.1	2.0
CC(=O)c1cccc(-c2ccnc3c2CC(C(=O)Nc2ccc(C(C)C)cc2)O3)c1 (configuration not stated)	x	1.3	9.9	-37.8	-41.2	13.7	-3.4	x	-36.8	-3.6	5.1
COc1ccc(-c2csc(C(C)(O)c3ccccc3)n2)cn1 (configuration not stated)	x	-0.5	-3.2	-11.3	-6.3	-16.1	2.2	x	-2.1	-15.7	-6.2
COc1cc(/C=C(\C#N)C(=O)Nc2ccc3c(c2)OCCO3)ccc1O	0.8	-1.9	10.4	3.5	-15.2	-10.5	-13.6	2.6	-29.1	7.8	-18.9
CC(C)Cn1c(=O)c2ccccc2n2c(CCC(=O)NCC3CCCO3)nnc12 (configuration not stated)	-4.3	-1.1	11.5	-1.9	-15.9	2.0	5.0	-1.5	4.3	2.2	1.3
CCOC(=O)N1CCN(c2c(N3CCN(c4cccc(C)c4C)CC3)c(=O)c2=O)CC1	-0.3	0.1	-0.3	10.2	-12.4	-4.7	12.0	-2.5	-6.8	-2.0	1.3
NC(=O)c1cc([N+](=O)[O-])ccc1NCc1cccnc1	1.6	-0.8	5.2	-0.3	26.0	-1.1	27.6	2.8	-43.6	-4.0	6.1
CCN(Cc1ccccc1)C(=O)COC(=O)c1c(C)nsc1NC	-0.9	0.8	1.3	1.7	-0.7	9.1	4.3	6.9	3.7	-25.4	24.6
COc1ccc(Oc2nc(Oc3ccc(OC)cc3)nc(Oc3ccc(OC)cc3)n2)cc1	-4.4	-0.7	4.8	-9.0	-11.6	-7.5	-1.7	0.1	-25.1	-3.5	-27.5
CC1CC(C)(C)CC2(C1)NC(=O)N(CC(=O)Nc1cc(C(F)(F)F)ccc1N1CCCCC1)C2=O (configuration not stated)	5.7	1.1	-7.3	-14.4	-2.9	-7.2	2.8	10.8	3.2	5.4	2.7
Cc1ccc(S(=O)(=O)N(C)C)cc1-n1c(SCC(=O)Nc2ccccc2)nc2ccccc2c1=O	-6.5	-1.0	3.9	14.7	-9.1	9.2	4.9	-10.3	-5.3	-0.8	-6.2
CCCCN(CC)C(=O)c1ccc(Cl)cc1	-10.4	-1.7	-2.2	1.3	-3.2	1.1	0.5	4.2	3.3	-14.8	-20.3
COc1cc(NC(=O)CNc2cccc(S(=O)(=O)N3CCOCC3)c2)cc(OC)c1	-5.3	-0.2	-5.4	-5.4	11.7	11.0	-1.5	3.3	-3.7	-4.5	13.4
Cc1c(C)n(C(=O)CN2CCC(C(N)=O)CC2)c2ccccc12	-4.0	1.0	-3.4	-0.1	5.8	-3.3	3.5	-13.3	-1.6	-6.1	18.2
Cc1ccc(-c2nc(C(=O)NCC3CCCO3)cc3c2[nH]c2ccccc23)cc1 (configuration not stated)	0.6	1.9	-6.5	30.2	11.2	-20.0	15.1	27.3	23.2	5.0	22.7
COc1ccc(-n2nnnc2Sc2ccc(S(=O)(=O)N3CCOCC3)cn2)cc1	-11.1	-1.6	-2.0	27.3	15.9	-4.2	2.6	1.5	-47.5	3.8	-3.6
O=C(Nc1ccccc1)c1cccnc1NCCc1ccccc1	4.6	0.7	2.7	-9.1	1.1	8.4	16.8	-3.4	8.2	-12.1	-4.0
COc1cccc(CN(c2ccc3c(c2)CCC3)S(=O)(=O)c2ccc(-n3cnnn3)c(OC)c2)c1	-13.2	-0.5	-3.1	-7.3	-0.8	-7.3	-1.9	7.0	7.8	0.0	18.6
CN(C)C(=C(C#N)C#N)N1CCN(c2ccc(Cl)c(Cl)c2)CC1	6.8	-2.7	5.0	-12.6	-4.3	-2.2	16.9	5.6	-1.6	6.2	7.6
O=C(O)c1ccc([N+](=O)[O-])c(CS(=O)(=O)c2ccc(Cl)cc2)c1	5.2	-2.3	5.6	8.8	8.2	-1.0	7.0	-4.1	0.4	13.9	-8.8
CC1(C(=O)NS(=O)(=O)c2ccccc2)CCN1C(=O)CC(c1ccccc1)c1ccccc1 (configuration not stated)	x	0.4	1.8	-4.2	1.2	1.8	-4.4	x	-29.9	-3.8	-1.5
Cc1ccccc1C(=O)NC(CC(C)C)C(=O)Nc1cccc(S(=O)(=O)N(C)C)c1 (configuration not stated)	3.0	1.2	-6.7	1.7	1.5	-6.8	2.6	2.1	0.1	1.3	1.4
O=[N+]([O-])c1cccnc1NCCc1ccccc1	1.6	0.0	-4.6	-22.6	-15.7	-4.6	-1.1	-13.2	-17.7	-12.8	-8.1
O=C(CN1CCN(C(=O)C2CCCO2)CC1)Nc1cc(C(F)(F)F)ccc1Cl (configuration not stated)	-2.3	1.0	2.0	11.6	3.9	-20.9	3.7	3.0	-29.0	16.6	7.7
Cc1ccc(OCCNC(=O)c2ccccc2F)cc1	-6.8	-0.1	-2.3	-11.3	-19.1	-2.7	0.6	-3.4	-3.0	-30.2	3.6

Continued.
SMILES	TLR9-MyD88 block	MC4R ag barr	ABHD5-PLIN5 inh	NR5A2 inv ag	SRC3 inh	NOD2 RIPK2 PPI	MC4R antag cAMP	EBV LMP1 NFkB	SRC2 inh	NCOA1 inh	NR2F2 inh
CCOC(=O)Nc1cccc2c1-c1ccc([N+](=O)[O-])cc1C2=O	-0.4	-0.8	0.2	7.2	4.0	0.6	-4.9	25.4	-13.0	-12.6	3.7
O=S(=O)(NCCc1ccccc1)c1cccc2cccnc12	4.3	-1.6	3.4	10.7	10.6	-9.5	6.4	4.0	17.1	-4.7	19.5
Cc1ccc(NC(=O)c2ccccc2Cl)c(Cl)c1	-5.5	-1.5	-4.1	-74.5	-43.8	-2.6	-4.5	-2.4	-26.1	-51.9	-40.8
CN(C(=O)COC(=O)c1c2c(nc3ccccc13)CCCC2)c1c(N)n(Cc2ccccc2)c(=O)[nH]c1=O	-4.9	-4.0	7.2	3.6	17.4	-0.7	8.1	11.2	-16.7	-24.4	9.1
CC(C)(C)NC(=O)c1cccc2c1-c1ccccc1C2=O	2.6	-1.8	-10.2	-0.2	-29.1	5.3	0.7	2.6	1.8	1.8	-4.9
O=C(O)c1ccc(CNC(=O)C2CCCN2C(=O)OCc2ccccc2)cc1 (configuration not stated)	-0.7	-1.9	2.3	-12.6	-6.6	-20.7	7.4	4.0	7.9	-27.2	-5.4
CC[C@H](C)[C@H]1O[C@]2(CC[C@@H]1C)C[C@@H]1C[C@@H](CC=C(C)[C@@H](O[C@H]3C[C@H](OC)[C@@H](O[C@H]4C[C@H](OC)[C@@H](O)[C@H](C)O4)[C@H](C)O3)[C@@H](C)C=CC=C3CO[C@@H]4[C@H](O)C(C)=C[C@@H](C(=O)O1)[C@]34O)O2	-14.2	1.5	0.1	5.1	23.7	-14.6	4.4	1.4	x	-29.0	x
COc1ccc(C)cc1NS(=O)(=O)c1cn(C)c(=O)n(C)c1=O	-0.6	0.0	0.3	3.0	-6.7	-7.0	13.4	-0.9	12.0	2.7	-5.4
Cc1ccccc1S(=O)(=O)Cc1ccc(C(=O)N2CC(C)CC(C)C2)o1 (configuration not stated)	-4.4	-0.4	0.6	-23.3	3.1	-12.6	2.9	10.7	-13.7	13.3	-6.8
Cn1c2c(c(=O)n(C)c1=O)NC1(N2)C(=O)Nc2ccccc21 (configuration not stated)	0.2	-0.9	-6.9	9.8	-26.9	3.0	6.5	-3.8	12.1	7.6	1.0
CNC(=O)[C@@]1(Cc2ccccc2)C=C[C@@H](C)N1C(=O)OC	3.9	0.1	4.2	2.8	-15.6	6.1	2.8	6.4	-14.3	-16.3	-0.7
CCOc1ccccc1N(C)C(=O)C1CCN(S(=O)(=O)c2cccc3nonc23)CC1	0.9	0.6	11.1	-3.1	-21.6	5.3	0.4	-7.7	-22.1	-15.2	3.3
O=C(COC(=O)c1cccc(-n2cnnn2)c1)c1ccc(F)cc1	0.2	-2.0	2.2	-2.5	-15.5	-19.1	7.6	-16.2	-29.2	-3.5	-16.2
Cc1ccccc1NC(=O)c1cccc(N2C(=O)C3CCC(C)CC3C2=O)c1 (configuration not stated)	1.9	-1.0	-12.8	5.8	-4.4	-7.3	-5.1	15.2	-6.5	-4.0	-18.5
O=C(NCc1ccccc1)C(c1ccc(C(F)(F)F)cc1)n1c(=O)c(-c2cc3ccccc3[nH]2)nc2ccccc21 (configuration not stated)	x	x	-11.9	-1.1	x	48.9*	x	x	-18.4	x	8.8
COc1ccc(-c2csc(NC(=O)CSc3nc4ccccc4c(=O)[nH]3)n2)cc1	-8.3	1.1	-2.9	11.1	-21.3	1.2	14.5	-9.0	-1.4	-25.7	2.2
O=[N+]([O-])c1cccc(S(=O)(=O)[N-]c2nc3ccccc3nc2-n2cc[n+](Cc3ccccc3)c2)c1	0.1	-1.7	3.2	16.0	-3.2	-5.3	11.8	-4.2	16.2	-13.3	-3.2
O=C(c1cccc(Cl)c1)N1CCN(S(=O)(=O)c2ccc(Cl)s2)CC1	-3.5	-2.2	4.0	7.8	0.7	-8.8	-2.7	-2.3	-5.7	4.6	6.2
CCN(CC(=O)Nc1c(F)cccc1F)C(=O)C1CC1	-21.1	-1.1	-4.5	-17.9	1.7	7.9	2.2	-3.4	-4.2	-4.2	-8.6
FC(F)(F)c1ccc(Cl)c(-n2c(-c3cc(C4CC4)[nH]n3)n[nH]c2=S)c1	-6.0	-1.5	-7.1	-0.6	21.4	-4.0	8.8	-4.7	10.1	12.9	3.3
COc1ccccc1CCC(=O)Nc1nccs1	-6.6	0.5	-1.6	2.0	-3.2	-11.1	6.9	-8.2	-2.8	1.8	-3.6
Cn1c(SCc2cccc(Br)c2)nc2c1c(=O)[nH]c(=O)n2C	-7.1	-0.5	10.0	3.0	-24.6	4.8	-5.6	5.0	5.0	-3.1	7.1
Cn1cnnc1Sc1ccc(C(=O)NCCC23CC4CC(CC(C4)C2)C3)cc1[N+](=O)[O-]	2.8	0.2	4.8	-12.4	2.4	-11.8	10.9	-4.1	-6.5	1.3	-4.1
CC(=O)NCCc1ccc(S(=O)(=O)Nc2ccc(C)c(S(=O)(=O)N3CCOCC3)c2)cc1	0.6	0.5	11.1	16.1	25.2	-3.7	-6.7	1.6	-0.4	0.4	5.4
O=C(CSCC(=O)N1CCCCC1)OCC(=O)c1c[nH]c2ccccc12	-5.0	2.1	0.6	5.1	-8.7	5.5	-7.1	-9.5	-3.9	4.7	3.6
